# Source: PubChem BioAssay
# SENP7 block – SENP7 protease inhibition | AID 434973 | Q9BQF6 | inhibition, % at 5 µM | 330,000 compounds, 1.5% hits | recombinant SENP7, Z-RLRGG-aminoluciferin luminescence, 40 min;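 active means inhibition above about 50% at the single test dose, limit read from the data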;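 further: plate controls were DMSO with enzyme for no effect and no enzyme buffer wells for full effect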
# HKDC1 inh – inhibitors of human hexokinase HKDC1; Q2TB90; recombinant HKDC1, G6PDH/diaphorase resazurin coupled fluorescence; inhibition, % at 20 µM; 340,000 compounds, 0.16% hits; AID 493160;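 active means inhibition above about 35% when tested at 20 µM, limit read from the data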;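 further: plate controls were DMSO wells with enzyme for no effect and DMSO wells lacking enzyme for full effect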
#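 Assay system – recombinant HKDC1 (HK5) hexokinase enzyme, produced in-house · Input – HKDC1 at 5 µg/mL · Reagent – glucose plus 1 mM ATP as hexokinase substrates · Timing – 90 min reaction incubation at room temperature, dark · Measured by – G6PDH/diaphorase-coupled fluorescence, 1 mM NADP, 100 µM resazurin, 525/613 nm · Benchmarks – DMSO-enzyme wells negative, buffer-substituted wells positive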
# ATG4B inhibitor – blocks human ATG4B protease cleavage of LC3 substrate. AID 504462. 340,000 compounds, 0.51% hits. inhibition, % at 8.33 µM. ATG4B cleavage of LC3-PLA2, NBD-HPC fluorescence, 1 h; in the data active means inhibition above about 40%
# SENP8 block – SENP8 (human) protease inhibition; inhibition, % at 20 µM; 360,000 compounds, 0.64% hits; AID 602440; recombinant SENP8, Nedd8 substrate fluorescence; in the data active means inhibition mostly above about 40%, no sharp cut-off; inactive means mostly below about 27%
# GRIN3A LBD mod – modulates the human NR3A ligand-binding domain; Tm shift relative to glycine control, % at 25 µM; NR3A LBD differential scanning fluorimetry, Tm shift; 0% = protein alone, 100% = glycine-bound protein; 340,000 compounds, 2.5% hits; AID 1259313;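 active means melting temperature shift of at least 10% of the positive control shift, at one fixed dose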
# SENP6 inh – blocks the human protease SENP6; Q9GZR1; Recombinant SENP6 catalytic domain, aminoluciferin luminescence; inhibition, % at 10 µM; 330,000 compounds, 1.8% hits; AID 2599;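 active means inhibition above about 50% at the single tested dose, limit read from the data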;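 further: plate controls were DMSO wells with enzyme for no effect and DMSO wells lacking enzyme for full effect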
# PfG6PD inh – PfG6PD (Plasmodium falciparum) enzyme inhibition; PfGluPho enzyme, NADPH resazurin-diaphorase fluorescence; inhibition, % at 20 µM; 350,000 compounds, 0.78% hits; AID 504690;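 active means inhibition reaching at least a set limit at 20 µM in the primary screen, cut at about 59% in these data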;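 further: 0% = DMSO wells with substrate and 100% = DMSO wells lacking glucose-6-phosphate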
# MPTP inh – permeability transition pore inhibition; isolated mouse mitochondria, Ca2+ swelling absorbance, 30 min; inhibition, % at 10 µM; 360,000 compounds, 1.4% hits; AID 602449;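 active means inhibition of 50% or more, scaled per plate between neutral and stimulator controls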;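 further: 0% = DMSO wells given calcium and 100% = 1 mM EGTA wells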
# Starred values were filed as active, the others as inactive; . = not tested or not shown. The list is partial; count on the stated rates, not on these rows.
SMILES,SENP7 block,HKDC1 inh,ATG4B inhibitor,SENP8 block,GRIN3A LBD mod,SENP6 inh,PfG6PD inh,MPTP inh
CN1C(=O)/C(=C\N2CCc3ccccc32)C(=O)NC1=S,-0.4,10.8,0.2,27.7,0.9,1.6,11.7,-0.5
O=c1nc(/C=C/c2ccc(Cl)cc2Cl)cc(C(F)(F)F)[nH]1,-6.7,35.1*,20.8,-72.2,-3.8,-3.0,-5.9,1.0
NC1=NC(=O)N2CC12 (stereo not drawn),.,-0.9,-0.4,13.5,-0.1,.,0.9,-0.9
C=CCSc1nc2c(c(-c3ccsc3)c1C#N)CN(C)CC2,-1.8,15.7,-2.3,-41.1,-0.5,17.4,35.7,-0.8
CCCCCCn1c(O)c(C=Nc2c(C)n(C)n(-c3ccccc3)c2=O)c(=O)[nH]c1=O,5.4,-1.7,-8.5,-56.3,0.5,11.1,6.7,-5.1
CNCC(O)c1cccc(OC(=O)c2ccccc2C)c1 (stereo not drawn),-2.1,-7.9,-1.0,22.1,-0.6,-10.2,-11.4,61.0*
CNCCc1ccc(OC)c(OC)c1,-8.4,-0.6,7.8,9.4,-0.5,-17.4,5.5,-2.0
CCC(=NCc1cc(OC)cc(OC)c1)c1c(O)[nH]c(=O)[nH]c1=O,3.5,3.1,-7.6,-1.0,1.5,6.7,3.2,2.0
COC(=O)COc1cc(C)cc2oc(=O)c3c(c12)CCCC3,7.5,-5.4,-8.2,-42.1,-0.7,-1.7,-3.4,0.3
COc1ccc(N=Cc2c(O)n(C)c(=O)n(C)c2=O)cc1,29.1,-4.5,-2.2,-43.8,1.2,34.5,-2.9,-0.2
Oc1cc2c(cc1CN1CCN(c3ccc(F)cc3)CC1)OCO2,3.1,8.9,0.8,2.8,-2.4,-4.4,50.8,-0.1
CCOCC(=O)NC1CCSC1=O (stereo not drawn),-1.6,1.8,9.2,15.1,-0.2,-10.2,-2.1,-4.4
Oc1c(Br)c(Br)c(Br)c(Br)c1Br,8.2,16.1,60.2*,12.2,32.2*,-2.2,-9.9,66.8*
COC(C)(C)CCCC(C)C/C=C/C(C)=C/C(=O)OC(C)C (stereo not drawn),-11.4,-1.4,1.1,2.8,0.1,-4.4,14.3,5.4
COc1ccc(C(=O)C2CCCN(C3CSCCSC3)C2)cc1OC (stereo not drawn),-1.0,-4.3,-9.6,-92.7,0.7,7.3,5.6,0.7
OC(CNC1CCCCC1)c1ccccc1 (stereo not drawn),-7.1,-6.4,-12.3,31.2,-0.9,-21.0,-24.6,-7.7
Oc1ccc(Br)cc1CN1CCN(c2ccccc2)CC1,-14.9,-3.1,-6.1,30.0,1.5,-4.9,2.3,2.6
O=C(CN1CC=C(c2ccccc2)CC1)Nc1c(Cl)cccc1Cl,3.3,-6.4,-1.9,-3.8,-3.4,5.2,13.9,19.2
N=c1c[n+](CC23CC4CC(CC(C4)C2)C3)[n-]o1,13.2,-1.8,2.8,13.2,1.6,10.7,-12.4,-0.5
COc1ccc(C(=O)O)cc1OC,.,4.3,-3.6,44.6*,0.8,.,11.9,0.5
O=C(N/N=C1/CN2CCC1CC2)c1cccc(O)c1,6.5,-0.8,-1.4,15.7,-3.9,-4.0,10.9,-0.1
Cc1ccsc1C(=O)C1CCCN(Cc2cnc(N)nc2)C1 (stereo not drawn),1.6,-5.2,-6.7,27.5,2.2,-6.8,-9.6,-0.3
Clc1ccc2c(c1)C(c1ccccc1Cl)=NCc1nnc(N3CCN(CCOc4ccccc4)CC3)n1-2,1.3,-5.6,11.8,-0.6,-4.8,6.8,12.4,0.5

# 2 of the compounds above, field by field.
CN1C(=O)/C(=C\N2CCc3ccccc32)C(=O)NC1=S
- SENP7 block: -0.4
- HKDC1 inh: 10.8
- ATG4B inhibitor: 0.2
- SENP8 block: 27.7
- GRIN3A LBD mod: 0.9
- SENP6 inh: 1.6
- PfG6PD inh: 11.7
- MPTP inh: -0.5
CCC(=NCc1cc(OC)cc(OC)c1)c1c(O)[nH]c(=O)[nH]c1=O
- SENP7 block: 3.5
- HKDC1 inh: 3.1
- ATG4B inhibitor: -7.6
- SENP8 block: -1.0
- GRIN3A LBD mod: 1.5
- SENP6 inh: 6.7
- PfG6PD inh: 3.2
- MPTP inh: 2.0

# In another format: entries from further up.
mol: COC(=O)COc1cc(C)cc2oc(=O)c3c(c12)CCCC3
  SENP7 block: 7.5; HKDC1 inh: -5.4; ATG4B inhibitor: -8.2; SENP8 block: -42.1; GRIN3A LBD mod: -0.7; SENP6 inh: -1.7; PfG6PD inh: -3.4; MPTP inh: 0.3

mol: COc1ccc(N=Cc2c(O)n(C)c(=O)n(C)c2=O)cc1
  SENP7 block: 29.1; HKDC1 inh: -4.5; ATG4B inhibitor: -2.2; SENP8 block: -43.8; GRIN3A LBD mod: 1.2; SENP6 inh: 34.5; PfG6PD inh: -2.9; MPTP inh: -0.2

mol: Oc1cc2c(cc1CN1CCN(c3ccc(F)cc3)CC1)OCO2
  SENP7 block: 3.1; HKDC1 inh: 8.9; ATG4B inhibitor: 0.8; SENP8 block: 2.8; GRIN3A LBD mod: -2.4; SENP6 inh: -4.4; PfG6PD inh: 50.8; MPTP inh: -0.1

mol: CCOCC(=O)NC1CCSC1=O (stereo not drawn)
  SENP7 block: -1.6; HKDC1 inh: 1.8; ATG4B inhibitor: 9.2; SENP8 block: 15.1; GRIN3A LBD mod: -0.2; SENP6 inh: -10.2; PfG6PD inh: -2.1; MPTP inh: -4.4
